KCNQ1 pot – human KCNQ1 channel potentiation or activation; P51787; CHO-K1 KCNQ1, thallium flux FluxOR fluorescence; hits give high values; B-score at 10 µM; 310,000 tested, 0.35% active; AID 2648;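 active means fluorescence ratio B-score, a plate-corrected score, at least three library SD, with initial intensity B-score within 5 SD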
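assay system = KCNQ1-transfected CHO-K1 cells | medium = assay buffer with matched DMSO | probe or stimulus = depolarizing K+/Tl+ stimulus, K2SO4 and Tl2SO4 each 12.5 mM in 5x stock | dosing = single dose | incubation = dye 90 min, compound 20 min, room temperature | detection = kinetic FluxOR fluorescence, 10 s baseline plus 110 s post-stimulus | evaluation = ratio B score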
MrgX1 allo act – human MrgX1 positive allosteric modulation, primary screen | AID 588675 | B-score at 10 µM | 310,000 tested, 0.63% active | MrgX1-HEK293, Fluo-4 calcium flux, FDSS; hits give high values | Q96LB2;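 active means plate-corrected calcium response at least 3 library SD above typical, normal starting fluorescence, not activating the receptor alone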;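 further: compound read alongside a low EC10 to EC30 dose of BAM8-22 agonist; peak minus trough fluorescence over baseline measured at the second addition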
Target sequence (Q96LB2 whole entry, looked up): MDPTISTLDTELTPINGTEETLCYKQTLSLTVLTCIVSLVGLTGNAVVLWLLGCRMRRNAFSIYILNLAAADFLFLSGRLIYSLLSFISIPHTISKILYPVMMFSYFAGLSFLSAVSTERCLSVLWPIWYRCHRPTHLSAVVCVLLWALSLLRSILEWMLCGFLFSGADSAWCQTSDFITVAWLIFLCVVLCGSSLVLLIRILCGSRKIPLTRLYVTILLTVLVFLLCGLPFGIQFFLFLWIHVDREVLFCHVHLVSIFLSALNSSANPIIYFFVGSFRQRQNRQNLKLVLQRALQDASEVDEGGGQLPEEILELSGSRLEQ
ANO1 block – mouse TMEM16A channel inhibition, primary screen. normalized B-score (activity score, 25-100; higher = stronger inhibition) at 10 µM. AID 588511. Q8BHY3. 310,000 tested, 1.2% active. HEK293 TMEM16A/YFP iodide influx fluorescence, ionomycin;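 active means ratio plate-corrected score three or more library SD toward inhibition, starting fluorescence score within five deviations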;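 further: score derived from kinetic fluorescence span divided by baseline fluorescence per well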
KCNK9 inh – human KCNK9 channel inhibition | 310,000 tested, 1.2% active | Q9NPC2 | HEK293 KCNK9, FluxOR thallium flux fluorescence; hits give low values | B-score at 10 µM;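 active means ratio B-score over 3 SD below the library mean, with starting fluorescence within 5 SD of its mean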;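 further: negative B-score means less thallium flux so channel inhibition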
Target sequence (Q9NPC2 whole entry, looked up): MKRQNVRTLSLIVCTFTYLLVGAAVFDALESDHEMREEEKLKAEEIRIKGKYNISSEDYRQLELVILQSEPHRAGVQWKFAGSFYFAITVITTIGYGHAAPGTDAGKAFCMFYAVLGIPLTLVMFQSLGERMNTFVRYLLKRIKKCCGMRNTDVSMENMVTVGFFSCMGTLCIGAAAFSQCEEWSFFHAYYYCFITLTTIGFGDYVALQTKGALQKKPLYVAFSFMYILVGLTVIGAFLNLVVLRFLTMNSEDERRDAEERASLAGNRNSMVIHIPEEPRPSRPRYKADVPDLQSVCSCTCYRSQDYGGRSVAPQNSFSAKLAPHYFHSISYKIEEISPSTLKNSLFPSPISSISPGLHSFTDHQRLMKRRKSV
KCNK3 inh – human KCNK3 channel inhibition, primary screen | O14649 | CHO-KCNK3 thallium flux, FluxOR fluorescence; hits give low values | B-score at 10 µM | 340,000 tested, 0.84% active | AID 602410;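 active means B-score under library mean minus 4 SD, starting fluorescence ratio at most library mean plus 5 SD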;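 further: more negative B-score means stronger inhibition of thallium flux through KCNK3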
ANO1 activ – activates or potentiates the mouse TMEM16A chloride channel; Q8BHY3; HEK293 TMEM16A/YFP-H148Q/I152L, iodide quench fluorescence; hits give low values; B-score at 10 µM; 340,000 tested, 0.3% active; AID 623877;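 active means fluorescence-ratio B-score plate-corrected deviation score at least 3 library SD below zero, with starting fluorescence score within 5 deviations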;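 further: channel opened by trigger with iodide after compound preincubation; score built on the fluorescence ratio of max minus min over baseline; more negative score means more quench and so TMEM16A activation or potentiation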
MrgX1 ag – human MrgX1 receptor agonism, primary screen. MrgX1-HEK293 cells, Fluo-4 calcium fluorescence, agonist mode; hits give high values. AID 588627. 310,000 tested, 0.44% active. B-score at 10 µM;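 active means calcium response B-score plate-corrected fluorescence ratio at least 3 library SD, with starting fluorescence B-score inside 5 SD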
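Test system: Stable human MrgX1 HEK293 cell line | Schedule: Overnight plating before 1 h dye loading | Read-out basis: Baseline-normalised fluorescence change ratio, B-scored | Detection: Kinetic calcium dye fluorescence, Fluo-4 NW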
RGS4 block – human RGS4 inhibition; P49798; HEK293 M3R/RGS4 inducible, Fluo-4 calcium flux; hits give high values; triggered by carbachol at its EC20; B-score at 10 µM; 310,000 tested, 0.45% active; AID 463165;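 active means B-score, a plate-corrected calcium signal, over three deviations above library mean, with baseline fluorescence within five deviations of library mean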;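 further: RGS4 expression induced by doxycycline in cells with stable M3 receptor; B-score is computed from the integrated fluorescence ratio over baseline after carbachol; higher B-score means a larger calcium signal and so more RGS4 inhibition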
Target sequence (P49798 whole entry, looked up): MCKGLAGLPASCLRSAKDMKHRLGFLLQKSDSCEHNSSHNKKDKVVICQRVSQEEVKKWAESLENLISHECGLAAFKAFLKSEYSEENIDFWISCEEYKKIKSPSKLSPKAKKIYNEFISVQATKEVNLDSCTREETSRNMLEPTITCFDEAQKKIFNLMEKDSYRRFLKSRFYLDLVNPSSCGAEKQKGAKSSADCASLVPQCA
RGS4 act – RGS4 potentiation or activation | B-score at 10 µM | 310,000 tested, 0.92% active | HEK293 M3R/inducible RGS4, carbachol calcium flux Fluo4; hits give low values;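 active means B-score of the integrated calcium signal more than 4 SD below the library mean, with starting fluorescence not abnormally high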;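 further: negative B-score means reduced calcium response which marks RGS4 activation or potentiation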
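System: HEK293 FlpIn-TREx cells, stable M3R, doxycycline-inducible RGS4. Timing: overnight RGS4 induction, 30 min dye load 37 °C, 20 min compound RT. Also added: carbachol, ECmax concentration. Measured by: Fluo4 fluorescence kinetic imaging of calcium. Evaluation: integrated calcium ratio converted to B score.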
hERG protect – hERG (human) protection from proarrhythmic block; activation (rescue from dofetilide block), less the hit threshold, % at 10 µM; CHO-hERG, FluxOR thallium flux, dofetilide IC70 present; Q12809; 310,000 tested, 0.51% active; AID 1511;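 active means activation above the mean of controls blocked by dofetilide plus 5 SD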;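 further: thallium influx through hERG after potassium depolarization seen as dye fluorescence rise; in these data hits start at about 4.7%; inactives centre near -7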
KCNQ1 inh – human KCNQ1 channel inhibition; P51787; CHO-K1 KCNQ1, FluxOR thallium flux fluorescence; hits give high values; B-score at 10 µM; 310,000 tested, 1.3% active;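 active means compounds whose thallium flux B-score, printed positive for inhibition, exceeds three library SD while starting fluorescence stays within three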;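 further: channel opened by potassium depolarization with thallium stimulus after 20 min compound exposure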
The depositor's hits bear a star; i = inactive; · = no result given. Hits appear at their usual frequency. About 6.3% of those tested had a hit in this group.

SMILES	KCNQ1 pot	MrgX1 allo act	ANO1 block	KCNK9 inh	KCNK3 inh	ANO1 activ	MrgX1 ag	RGS4 block	RGS4 act	hERG protect	KCNQ1 inh
N#C/C(=C\c1c(N2CCOCC2)nc2ccccn2c1=O)S(=O)(=O)c1ccccc1	i	i	i	i	i	i	i	i	i	-6	i
COc1cc(Cl)ccc1OCc1cc(C(=O)NCC(C)c2ccccc2)no1 (centres undefined)	i	i	i	i	i	i	i	i	i	-8	i
CCC(COC)NCc1cn(-c2ccc(F)cc2F)nc1-c1ccccc1C (centres undefined)	i	i	i	i	i	i	i	i	i	-8	i
O=C(Nc1cccc2ncccc12)c1cc2ccccc2o1	i	i	i	i	i	i	i	i	i	-6	i
COc1ccc(NC(=O)c2sc(N3CCOCC3)nc2-c2ccccc2)c(OC)c1	i	i	i	i	i	i	i	i	i	-8	i
COC(=O)COc1c(Cl)cc(Cl)c2ccc(C)nc12	i	i	i	i	i	i	i	i	i	-12	i
CN(C(=O)c1ccc(C#N)cc1)c1nnc(-c2cnccn2)s1	i	i	i	i	i	-5.2*	i	i	i	-12	i
COc1ccc(NC(=S)NCc2ccc(S(N)(=O)=O)cc2)cc1OC	i	i	i	i	i	i	i	i	i	-2	i
CN(C)c1oc(-c2ccccc2Cl)nc1C#N	i	i	i	i	i	i	i	i	i	-3	i
CCOC(=O)N1CCN(C(=O)c2ccc(Oc3ccc([N+](=O)[O-])cc3)cc2)CC1	i	i	i	i	i	i	i	i	i	0	i
COc1ccccc1NC(=O)CCn1c(=O)sc2ccccc21	i	i	i	i	i	i	i	i	i	-11	i
COc1ccc(NS(=O)(=O)c2ccc(NS(C)(=O)=O)cc2)cc1	i	i	i	i	i	i	i	i	i	-2	i
CC1CCN(c2nc3c(cc2C#N)COC(C)(C)C3)CC1	i	i	i	i	i	i	i	i	i	-22	i
COc1cc(C(=O)N(Cc2ccccn2)CC2CCCO2)cc(OC)c1OC (centres undefined)	i	i	i	i	i	i	i	i	i	-10	i
Cc1ccc(NC(=O)CN(C)C(=O)CSc2n[nH]c(N)n2)cc1	i	i	i	i	i	i	i	i	i	-7	i
COc1cccc(C(=O)N/N=C/c2ccc(OC3CSC3)cc2)c1	i	i	i	i	i	i	i	i	i	-11	i
CCOC(=O)C1CCCN(S(=O)(=O)c2cccc3cccnc23)C1 (centres undefined)	i	i	i	i	i	i	i	i	i	-13	i
Cc1cccc(C)c1NC(=S)NCCc1ccccn1	i	i	i	i	i	i	i	i	i	-1	i
C=CCn1c(O)c(C=Nc2ccccc2)sc1=S	i	i	i	i	i	i	i	i	i	-6	i
COc1ccc(-c2c(C(F)(F)F)oc3cc(OCC(=O)Nc4ccccc4C(F)(F)F)ccc3c2=O)cc1OC	i	i	i	i	i	i	i	i	i	-9	i
Cc1cc(C(=O)OCC(=O)NCc2ccco2)c(C)o1	i	i	i	i	i	i	i	i	i	-3	i
COc1ccc(N2CCN(c3nc(Cl)nc(N4CCOCC4)n3)CC2)cc1	i	i	i	i	i	i	i	i	i	-4	i
COc1ccc(C(=O)COC(=O)c2ccc(NC(C)=O)cc2)cc1[N+](=O)[O-]	i	i	i	i	i	i	i	i	i	-8	i
Cc1ccc(S(=O)(=O)Nc2cccc(C(=O)NCC(c3ccco3)N3CCCCC3)c2)cc1F (centres undefined)	i	i	i	i	i	i	i	i	i	-10	i
CSc1nnc(-c2sccc2-n2cccc2)o1	i	i	i	i	i	i	i	i	i	-16	i
Cn1nc([N+](=O)[O-])c(C(C#N)c2nc3ccccc3n2C)c(Cl)c1=O (centres undefined)	i	i	i	i	i	i	i	i	i	-11	6*
COCCNC(=O)CN1CCCCCC1	i	i	i	i	i	i	i	i	i	0	i
Cc1nn(CC#N)c(=O)n1-c1cccc(F)c1	i	i	i	i	i	i	i	i	i	-5	i
CC(C)(C)NC(=O)CSCc1ccc(Br)cc1	i	i	i	i	i	i	i	i	i	-4	i
CCN(CC)CCCNC(=O)c1cn(CC(C)C)c(=O)c2c1c1ccccc1n2C	i	i	i	i	i	i	i	i	i	-7	i
COc1cc(/C=C(\C#N)c2ccccn2)ccc1OCc1ccccc1Cl	·	i	i	·	i	i	i	·	·	·	·
Cc1ccc(/C(N)=N/OC(=O)CCc2ccccc2)cc1	i	i	i	i	i	i	i	i	i	1	i
O=c1[nH]ncc(N/N=C\c2ccc(O)cc2O)c1Cl	i	i	i	i	i	i	i	i	i	-20	i
Cc1nonc1NCn1nnc2ccccc21	i	i	i	i	i	i	i	i	i	-3	i
O=[N+]([O-])c1ccc(NCc2ccc(Cl)cc2)nc1	i	i	i	i	i	i	i	i	i	-8	i
O=C(NCCS(=O)(=O)c1ccc(Br)cc1)c1ccc(Cl)cc1	i	i	i	i	i	i	i	i	i	-6	i
Cc1ccc(NC2CCCN(C(=O)c3cc(C(C)C)[nH]n3)C2)cc1C (centres undefined)	i	i	i	i	i	i	i	i	i	-6	i
Cc1cc(NCc2ccccn2)n2nc(C)c(-c3ccc(Cl)cc3)c2n1	i	i	i	i	i	i	i	i	i	-12	i
CCOc1ccccc1C(=O)NCC(=O)OCC(=O)c1ccc2c(c1)OCCO2	i	i	i	i	i	i	i	i	i	-4	i
CC(C)c1nc2sc3c(=O)[nH]c(=S)[nH]c3c2c2c1CCCC2	i	i	i	i	i	i	i	i	i	-15	i
COc1ccc(CC(NC(C)=O)C(=O)NC2CCN(C(=O)NCc3ccccc3)CC2)cc1OC (centres undefined)	i	i	i	i	i	i	i	i	i	-8	i
CCCCCOc1ccc(C(C)(O)C(CN2CCOCC2)c2ccccc2)cc1 (centres undefined)	i	i	i	i	i	i	i	i	i	-4	i
CC(C)(C)C1CCc2nc(NC(=O)Cc3cn4ccsc4n3)sc2C1 (centres undefined)	i	i	i	i	i	i	i	7.1*	i	-4	i
O=S(=O)(NCc1cc(-c2ccccc2Cl)no1)c1ccc(Cl)cc1	i	i	i	i	i	i	i	i	i	-25	i
O=C(CSc1cn(CCNC(=O)c2c(F)cccc2F)c2ccccc12)NCC1CCCO1 (centres undefined)	i	i	i	i	i	i	i	i	i	-6	i
COc1ccc(NC(=O)C(c2ccc(OC)cc2)N(C)C(=O)c2cnccn2)cc1 (centres undefined)	i	i	i	i	i	i	i	i	i	-9	i
COC(=O)c1[nH]c2ccc(Br)cc2c1NC(=O)CN1CCCc2ccccc21	i	i	i	i	i	i	i	i	i	-3	6*
COc1ccc(OC)c(CNC(=O)CCc2cn(C)c3ccccc23)c1	i	i	i	i	i	i	i	i	i	-1	i
CCCc1cc(=O)[nH]c(SCC(=O)Nc2ccc(C)cc2)n1	i	i	i	i	i	i	i	i	i	-16	i
O=C(/C=C/c1ccccc1F)c1ccoc1	i	i	i	i	i	i	i	i	i	-4	i
CCOC(=O)c1c(NC(=O)CSc2nnnn2-c2ccccc2)sc2c1CCC(C)C2 (centres undefined)	i	i	i	i	i	i	i	i	i	-1	i
C/C(=C\c1ccccc1)CN1CCN(C)CC1	i	i	i	i	i	i	i	i	i	-4	i
COCCn1c(CN2CCN(c3cccc(Cl)c3)CC2)nc2c1c(=O)n(C)c(=O)n2C	i	i	i	i	i	i	i	i	i	-10	i
COC(=O)c1ccccc1NC(=O)CSCC(=O)Nc1ccccc1	i	i	i	i	i	i	i	i	i	-5	i
CNC(=O)C1CC(=O)N(CCc2ccc(C)cc2)C1 (centres undefined)	i	i	i	i	i	i	i	i	i	-4	i
Cc1cc(C)c(C(=O)Nc2cccc(F)c2)c(Cl)n1	i	i	i	i	i	i	i	i	i	-13	i
COc1ccccc1-n1c(SCC(=O)O)nc2c(sc(=S)n2-c2ccc(Cl)c(C)c2)c1=O	i	i	i	i	i	i	i	i	i	-9	i
O=C(N=C1SC2CS(=O)(=O)CC2N1c1ccc(Cl)cc1)C1CCCO1 (centres undefined)	i	i	i	i	i	i	i	i	i	-7	i
CCn1c(CCNC(=O)c2cccs2)nnc1SCC(=O)Nc1cccc(Cl)c1	i	i	i	i	i	i	i	i	i	-19	i
Clc1ccc(CNc2nc(CN3CCOCC3)nc3scc(-c4ccccc4)c23)cc1	i	i	i	i	i	i	i	i	i	-13	i

ANO1 activ, hit marks shown above.
Compound	KCNQ1 pot	KCNK9 inh	KCNK3 inh	ANO1 activ	RGS4 block	KCNQ1 inh
CN(C(=O)c1ccc(C#N)cc1)c1nnc(-c2cnccn2)s1	i	i	i	-5.2*	i	i

More structures follow.
SMILES	KCNQ1 pot	MrgX1 allo act	ANO1 block	KCNK9 inh	KCNK3 inh	ANO1 activ	MrgX1 ag	RGS4 block	RGS4 act	hERG protect	KCNQ1 inh
COc1ccc(CCNc2cc(C)nc(N)n2)cc1OC	i	i	i	i	i	i	45*	i	i	-4	i
CN(C)S(=O)(=O)c1ccc2c(c1)c(=O)c(C(=O)N1CCN(c3ccccn3)CC1)cn2C	i	i	i	i	i	i	i	i	i	-9	i
CNC(=S)NC1CC2CCC(C1)N2Cc1ccccc1 (centres undefined)	i	i	i	i	i	i	i	i	i	-6	i
Cc1nc(NC(=O)CCC(=O)O)sc1C(=O)N(C)C	i	i	i	i	i	i	i	i	i	-7	i
O=C(Nc1c(C(=O)N2CCCC2)cnn1-c1ccccc1)c1cccc(F)c1	i	i	i	i	i	i	i	i	i	-9	i
O=C(c1cccs1)N(CCO)Cc1cc2cc3c(cc2[nH]c1=O)OCCO3	i	·	·	i	·	·	·	i	i	-6	i
CCCn1cc(CN2CCC(n3nccc3NC(=O)c3ccccc3)CC2)c(C)n1	i	i	i	i	i	i	i	i	i	-6	i
Cc1ccc(-c2ccc(CCC(=O)O)o2)cc1	i	i	i	i	i	i	i	i	i	-7	i
CN(Cc1cccnc1)C(=O)CC1C(=O)NCCN1CC(c1ccccc1)c1ccccc1 (centres undefined)	i	i	i	i	i	i	i	i	i	-8	i
